# Screening data from PubChem BioAssay.
# N-glyco inh = increase of ERlucT glycosylation luciferase signal, primary screen, N-linked glycosylation inhibitor project, D54 ERlucT cells, luminescence, set 2. D54 ERlucT glycosylation luciferase reporter, 24 h; percent of 100 nM tunicamycin response. reporter increase, % at 12.5 µM. 0.23% of 360,000 active;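 active = mean luciferase reporter signal, scaled so untreated is 0 and the glycosylation-blocking control 100, at or above a set limit in every replicate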;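 note: luciferase carries N-glycosylation sites so blocking glycosylation raises the light; 0% = median of neutral control wells and 100% = median of 100 nM tunicamycin wells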
# CaV13 ICDI inh = Disruptors of the CACNA1D IQ motif to Ca2+-dependent inactivation inhibitor domain association, primary screening, Förster resonance energy transfer in intact living …; HEK cells, CFP/YFP FRET ICDI-IQ, plate reader, 10 min; percent FRET-ratio fall versus neutral wells; inhibition, % at 12.3 µM; 0.098% of 340,000 active;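 active = mean replicate inhibition of at least 30% and at least 1% of replicates passing that level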;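 note: 0% = median of the neutral control wells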
# Granule exo inh = LAMP-1 surface exposure blockers, TALL-104 cells – cell-based, flow cytometry, MLPCN library, primary screen; TALL-104 LAMP-1 surface exposure; cells stimulated with thapsigargin and PMA; inhibition, % at 10 µM; 0.66% of 360,000 active;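 active = inhibition above about 55%, limit read from the data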
# MC4R ag barr = MC4R agonists recruiting beta-arrestin, primary screen, cell-based, luminescence, agonist arm of biased-ligand search. Melanocortin receptor 4 (Homo sapiens), P32245. 0.98% of 360,000 active. activation, % at 8.9 µM. U2OS MC4R beta-arrestin complementation; percent of melanotan II response, DMSO zero. AID 540308, 2011;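 active = activation above a per-plate cutoff, the mean activation of sample wells on that plate plus 3 SD, cut at about 8% in these data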
# Target sequence (P32245 whole entry, looked up): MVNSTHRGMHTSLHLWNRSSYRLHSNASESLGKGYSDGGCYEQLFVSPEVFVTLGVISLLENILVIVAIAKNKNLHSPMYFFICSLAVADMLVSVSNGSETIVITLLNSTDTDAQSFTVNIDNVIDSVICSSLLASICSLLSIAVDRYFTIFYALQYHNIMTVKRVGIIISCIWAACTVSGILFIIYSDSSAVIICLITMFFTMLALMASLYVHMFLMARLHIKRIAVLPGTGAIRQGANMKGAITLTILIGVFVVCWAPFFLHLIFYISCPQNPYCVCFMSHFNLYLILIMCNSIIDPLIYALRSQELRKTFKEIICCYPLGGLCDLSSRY
# m5-HT2A agonist = mouse Htr2a agonists via beta-arrestin recruitment, primary screen, cell-based, luminescence. CHO-K1 mHTR2A beta-arrestin complementation; percent of 30 µM serotonin response. activation, % at 7.6 µM. 0.66% of 360,000 active. AID 624169, 2012;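 active = activation above a run cutoff, the mean activation of all tested compounds plus 3 SD, cut at about 14% in these data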;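 note: 0% = plate median of compound wells and 100% = 30 µM serotonin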
# ABCB6 inh 2 = ABCB6 transporter inhibitors, primary screen, K562-ABCB6 cells, flow cytometry, MLPCN library. K562-ABCB6 porphyrin accumulation, 1 h; stronger effect = lower value. fluorescence ratio to DMSO, % at 10 µM. 0.19% of 360,000 active;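 active = fluorescence ratio to DMSO below 75%, the collection mean minus 3 SD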;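 note: signal is porphyrin accumulated inside mitochondria; 100% equals median channel fluorescence of DMSO control wells; lower ratio means ABCB6 inhibition with less porphyrin fluorescence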
# ABHD5-PLIN5 inh = ABHD5-PLIN5 interaction inhibitors, primary screen, cell lysate, split luciferase complementation, luminescence; Perilipin-5 (Homo sapiens) + 1-acylglycerol-3-phosphate O-acyltransferase ABHD5 (Homo …; Split G. princeps luciferase complementation, 4 h; inhibition, % at 4 µM; 0.78% of 360,000 active;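 active = inhibition above the mean inhibition across every tested compound plus 3 SD, cut at about 22% in these data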;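 note: 0% = DMSO only wells and the 100% control is not disclosed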
# PDI inh = inhibitors of human PDI, primary screen, biochemical, turbidity, single point, plate reader; AID 588391, 2011; PDI insulin aggregation turbidity, A650, 90 min; Protein disulfide-isomerase (Homo sapiens), P07237; 0.052% of 350,000 active; inhibition, % at 10 µM;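 active = mean inhibition across replicates of 30% or more, whatever share of single replicates reach that level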;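 note: absorbance from insulin aggregation driven by PDI reduction with DTT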
# Target sequence (P07237 whole entry, looked up): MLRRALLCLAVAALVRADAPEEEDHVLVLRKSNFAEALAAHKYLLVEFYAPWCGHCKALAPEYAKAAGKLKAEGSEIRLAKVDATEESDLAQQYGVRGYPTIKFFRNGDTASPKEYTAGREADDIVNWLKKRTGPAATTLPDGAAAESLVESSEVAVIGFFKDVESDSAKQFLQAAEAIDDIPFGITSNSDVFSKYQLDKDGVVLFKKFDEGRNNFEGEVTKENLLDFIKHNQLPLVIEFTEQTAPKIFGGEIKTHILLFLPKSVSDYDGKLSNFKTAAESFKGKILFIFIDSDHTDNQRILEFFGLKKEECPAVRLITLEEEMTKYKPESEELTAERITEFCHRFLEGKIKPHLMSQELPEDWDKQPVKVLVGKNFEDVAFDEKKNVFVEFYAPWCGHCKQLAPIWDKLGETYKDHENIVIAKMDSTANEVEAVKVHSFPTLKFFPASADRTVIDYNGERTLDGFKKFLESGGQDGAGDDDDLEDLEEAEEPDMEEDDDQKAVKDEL
# Cardio protect = cardioprotection against H2O2-induced cell death, primary screen, uHTS, H9c2 cells, ATPLite luminescence. H9c2 cardiomyocytes, H2O2 injury protection, 2 h. protection from H2O2 cell death, % at 20 µM. 0.63% of 360,000 active;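 active = compounds giving at least 50% protection of heart cells from peroxide-induced death in the single-dose screen, raw or plate-pattern-corrected value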;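 note: 0% = DMSO wells with peroxide and 100% = DMSO wells without peroxide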
# MC4R antag cAMP = MC4R antagonists of cAMP signaling, primary screen, cell-based, TR-FRET, antagonist arm of biased-ligand search; Melanocortin receptor 4 (Homo sapiens), P32245; MC4R-expressing cells, MTII-stimulated cAMP, LANCE TR-FRET; inhibition, % at 6.5 µM; 0.48% of 360,000 active;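 active = inhibition above its plate's cutoff, the mean of tested wells on that plate plus 3 SD, cut at about 29% in these data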;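 note: 0% = Melanotan II alone and 100% = Melanotan II plus saturating MCL0020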
#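 Material – human MC4R-expressing U2OS cells · Repeats – no replicates · Detection – TR-FRET with Eu-cAMP and labeled anti-cAMP, 671 nm · Times – compound 30 min, challenge 1 h, detection 1 h · Compound – single nominal compound dose of 6.5 µM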
# An asterisk follows results filed as active; / = not tested or not shown.
smiles,ABHD5-PLIN5 inh,Granule exo inh,PDI inh,CaV13 ICDI inh,ABCB6 inh 2,Cardio protect,m5-HT2A agonist,MC4R ag barr,N-glyco inh,MC4R antag cAMP
O=C(Nc1ccccc1C(=O)N1CCCCCC1)c1ccc(F)cc1,0.7,-3.9,4.2,-5.7,95.0,-0.2,4.7,0.1,0.8,0.5
Nc1nnc(SCc2coc(-c3ccc(Cl)cc3)n2)s1,1.7,-7.9,-4.7,-0.8,106.0,-17.2,-2.3,-1.7,-2.2,1.8
O=C(NCCc1ccc(C(F)(F)F)cc1)c1ccc2c(c1)OCO2,0.0,-6.2,-5.5,-15.8,93.0,-7.8,-1.5,4.6,1.6,15.5
O=C(c1ccccc1F)N1CCC2CC1c1cc(-c3ccc4c(c3)OCO4)ccc12 (centres undefined),8.1,-1.8,/,-6.6,97.0,-3.2,-4.9,/,0.4,/
CCOc1ccc(S(=O)(=O)N(CC)CC(=O)N2CCOCC2)cc1C,1.0,7.5,0.8,-7.8,94.0,-4.1,4.2,-0.7,2.8,-2.3
Cc1ccc2nc(C(Cl)(Cl)Cl)nc(N/N=C/c3ccncc3)c2c1,3.0,-2.8,2.9,4.0,90.0,1.2,3.9,-0.5,2.0,2.4
COc1cc(NC(=O)[C@H]2O[C@@H](n3ccc(N)nc3=O)[C@H](O)[C@@H]2O)cc(OC)c1OC,-2.2,4.7,/,-4.1,97.0,11.7,2.3,/,1.3,/
NS(=O)(=O)c1ccc(CCNC(=O)c2cccc(OC(F)F)c2)cc1,-0.1,-4.0,-5.1,-2.9,97.0,1.9,2.9,-0.9,-0.4,13.9
COc1cc(C2c3c(oc4c(C)cc(C)cc4c3=O)C(=O)N2Cc2cccnc2)ccc1O (centres undefined),-2.6,2.3,-5.2,/,98.0,-5.7,-4.1,-1.4,-1.6,-4.0
O=C(NCc1cccnc1)c1cccc(-c2cc3ccccc3oc2=O)c1,-2.3,-3.5,-3.5,-0.3,104.0,5.6,-3.6,-3.1,-1.3,1.1
O=C(N1CCOCC1)N1[C@H](COCc2ccccc2)C=CS1(=O)=O,14.2,-8.5,/,-3.8,101.0,8.6,10.1,/,2.3,/
O=C(COc1cccnc1[N+](=O)[O-])Nc1c(Cl)cccc1Cl,2.1,-0.9,20.9,-6.6,99.0,9.2,2.3,-0.3,-0.2,-0.1
Cc1ccc(NC(=S)N2CCN(C(=O)C3CCCO3)CC2)c(C)c1 (centres undefined),4.7,0.9,-0.1,-6.4,99.0,5.8,-1.7,-1.8,0.8,3.0
CC(=O)N1CCc2cc(S(=O)(=O)NCCN3CCC(C)CC3)ccc21,-1.9,-2.5,-1.2,-4.3,97.0,-11.0,-1.0,-1.5,-0.9,2.6
COc1ccc(NC(=O)c2cccnc2)c([N+](=O)[O-])c1,-3.6,1.0,0.3,-4.0,95.0,7.2,-0.1,-1.7,10.6,14.6
Cc1cccc(CN(C)C[C@H]2OCc3cnnn3CCCC(=O)N([C@@H](C)CO)C[C@@H]2C)c1,1.8,-3.0,-7.0,-4.8,102.0,0.2,-2.0,-0.6,2.3,-6.4
O=C(Cn1cnc(Cl)c1Cl)c1ccc(F)cc1,-4.4,1.6,1.3,0.0,93.0,-8.5,-4.6,-1.9,-1.8,0.3
COc1ccc(C2(C)NC(=O)N(CC(=O)NC3(C#N)CCCCC3)C2=O)cc1 (centres undefined),1.8,4.7,-0.6,-3.2,98.0,4.3,0.7,-2.8,0.6,21.9
CC(C)c1cc(C(F)(F)F)n2nc(C(=O)Nc3ccc4c(c3)OCO4)cc2n1,3.6,-0.1,-5.1,-5.0,105.0,-5.8,5.5,0.8,-0.5,11.3
CCOC(=O)C1CCN(C(=O)c2cc(S(=O)(=O)N3CCc4ccccc43)ccc2OC)CC1,-1.4,0.3,-7.8,-3.6,88.0,-2.6,-7.0,-5.8,0.7,7.8

# Brought forward from above: 6 entries, followed by the next part.
smiles,ABHD5-PLIN5 inh,Granule exo inh,PDI inh,CaV13 ICDI inh,ABCB6 inh 2,Cardio protect,m5-HT2A agonist,MC4R ag barr,N-glyco inh,MC4R antag cAMP
COc1ccc(NC(=O)c2cccnc2)c([N+](=O)[O-])c1,-3.6,1.0,0.3,-4.0,95.0,7.2,-0.1,-1.7,10.6,14.6
Cc1cccc(CN(C)C[C@H]2OCc3cnnn3CCCC(=O)N([C@@H](C)CO)C[C@@H]2C)c1,1.8,-3.0,-7.0,-4.8,102.0,0.2,-2.0,-0.6,2.3,-6.4
O=C(Cn1cnc(Cl)c1Cl)c1ccc(F)cc1,-4.4,1.6,1.3,0.0,93.0,-8.5,-4.6,-1.9,-1.8,0.3
COc1ccc(C2(C)NC(=O)N(CC(=O)NC3(C#N)CCCCC3)C2=O)cc1 (centres undefined),1.8,4.7,-0.6,-3.2,98.0,4.3,0.7,-2.8,0.6,21.9
CC(C)c1cc(C(F)(F)F)n2nc(C(=O)Nc3ccc4c(c3)OCO4)cc2n1,3.6,-0.1,-5.1,-5.0,105.0,-5.8,5.5,0.8,-0.5,11.3
CCOC(=O)C1CCN(C(=O)c2cc(S(=O)(=O)N3CCc4ccccc43)ccc2OC)CC1,-1.4,0.3,-7.8,-3.6,88.0,-2.6,-7.0,-5.8,0.7,7.8
Cc1cc(C)cc(NCc2ccncc2)c1,1.5,2.2,-0.7,-2.3,102.0,10.2,-1.7,-1.9,0.7,11.3
CC(OC(=O)c1ccc(-n2cnnn2)cc1)C(=O)Nc1ccccc1F (centres undefined),2.4,-2.6,-1.3,-5.1,101.0,2.3,3.2,-0.9,2.0,9.6
COc1ccccc1NC(=S)N(Cc1ccccn1)Cc1ccccc1Cl,2.3,-5.7,2.3,8.7,94.0,-8.7,-1.1,0.3,2.9,1.1
O=c1[nH]c(N2CCN(Cc3ccc4c(c3)OCO4)CC2)nc2c1CCCC2,-0.6,0.0,3.5,2.5,92.0,10.7,-0.7,-0.4,-2.6,-1.4
CCOC(=O)C1(CCOc2ccccc2)CCN(Cc2cc(OC)c3c(c2)OCO3)CC1,2.0,2.7,3.1,3.7,97.0,-23.8,-5.7,0.2,-3.2,16.9
Cc1cc(OCC(=O)NCc2ccccn2)c2c(C)c(Cc3ccccc3)c(=O)oc2c1,-22.1,-2.6,4.1,-5.4,101.0,14.9,-4.9,-2.3,-1.8,-5.2
O=C(Nc1ccnc(-c2cccnc2)n1)c1cccc(Cl)c1Cl,-2.8,0.4,-2.1,-8.0,100.0,13.1,7.9,0.3,0.4,12.1
O=C(CCC(=O)OCc1ccc([N+](=O)[O-])cc1Cl)Nc1ccccc1,1.6,0.3,-3.3,-6.0,93.0,-1.4,1.3,-4.1,2.2,10.6
CN(C)/C=N/c1c(C(=O)NCc2ccccc2)nnn1Cc1ccccc1,0.6,-1.0,-2.0,-5.6,102.0,0.9,-1.1,-1.7,-2.6,2.3
CCCCNC(=O)c1ccc2c(OCC)n(CCCC)nc2c1,10.8,-5.2,0.1,-6.2,99.0,2.3,2.6,-1.4,-0.7,3.4
O=C(NCCCO)C(=O)NCC1OCCCN1S(=O)(=O)c1cccs1 (centres undefined),10.9,5.7,2.0,-9.9,102.0,-0.7,15.5*,2.7,0.8,18.8
COC(=O)c1ccc(-n2nnnc2SCC(=O)Nc2ccccc2F)cc1,8.5,-5.0,-2.6,-4.8,95.0,-8.0,5.4,0.2,3.5,1.5
CCOc1ccc(CCNC(=O)COC(=O)/C=C/c2ccc(OCC#N)c(OC)c2)cc1OCC,-3.4,2.1,-0.8,-5.5,106.0,-1.8,-2.5,0.5,-1.0,-0.8
CCOc1ccccc1N(CC(=O)N/N=C(\C)c1cccc(Br)c1)S(C)(=O)=O,-10.8,0.1,-2.6,1.7,97.0,-2.2,-1.4,1.8,-1.3,5.3
COc1ccc(Cn2c(=S)[nH]c3ccccc3c2=O)cc1,-0.1,-17.6,-4.5,-20.1,98.0,0.7,-3.6,10.8*,-0.8,0.8
Cc1cccn2c(=O)c(/C=C(\C#N)S(=O)(=O)c3ccccc3)c(N3CCCCC3)nc12,3.5,-2.0,-8.6,-5.6,109.0,-4.4,-3.1,-0.7,2.3,3.5
O=c1c2ccccc2ncn1Cc1nc2ccccc2s1,0.1,1.8,-1.2,/,101.0,6.2,-0.1,-0.5,-3.0,0.2
COc1ccc(-n2ncc3c2CC(C)(C)CC3NC(=O)c2ccnn2C)cc1 (centres undefined),-1.9,-0.3,-3.7,-5.1,99.0,-5.6,2.8,-2.0,0.5,4.1
COc1ccc(C(=O)Nc2ccc3c(c2)C(=O)N(C)C3=O)cc1OC,3.9,-0.7,3.1,/,99.0,-2.0,2.8,-1.3,1.2,3.8
Cc1ccc2nsnc2c1NC(=O)CCc1ccccc1,2.4,-5.5,-7.9,-4.6,99.0,-2.4,0.5,-1.5,2.8,9.1
CCOC(=O)CN1C(=O)S/C(=C/c2ccc(OCc3ccc(C(=O)O)cc3)cc2)C1=O,1.9,3.7,-8.3,-4.1,95.0,2.8,-0.5,1.7,2.1,4.7
CCOC(=O)c1c(-c2ccc(OC)cc2)csc1NC(=O)CSc1ccccc1,-8.7,0.4,5.4,-2.6,98.0,-13.7,-1.3,-1.7,-3.4,5.5

# Outcome played no part in choosing rows. About 4.2% of those tested had a hit in this group.
